Screening data (PubChem)
FBW7 act – FBW7 E3 ligase activators, primary screen, biochemical, AlphaScreen, human | F-box/WD repeat-containing protein 7 (Homo sapiens), Q969H0 | AlphaScreen FBW7–phospho-cyclin E peptide binding, activator screen | normalized activity (activation), % at 26.1 µM | 650,000 compounds, 0.13% hits | AID 1259310, 2017; in the data active = normalized activity above about 1.9%;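 also: purified mutant Fbw7 with reduced substrate affinity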
GPR151 activ – activators of human GPR151, primary screen, cell-based, PathHunter beta-arrestin, luminescence | PathHunter beta-arrestin GPR151 cells | activation, % at 11.2 µM | 650,000 compounds, 1% hits; in the data active = activation above about 4.9%;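 also: 0% = median of compound wells and 100% = cells with positive control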
Target sequence (Q8TDV0 whole entry, looked up): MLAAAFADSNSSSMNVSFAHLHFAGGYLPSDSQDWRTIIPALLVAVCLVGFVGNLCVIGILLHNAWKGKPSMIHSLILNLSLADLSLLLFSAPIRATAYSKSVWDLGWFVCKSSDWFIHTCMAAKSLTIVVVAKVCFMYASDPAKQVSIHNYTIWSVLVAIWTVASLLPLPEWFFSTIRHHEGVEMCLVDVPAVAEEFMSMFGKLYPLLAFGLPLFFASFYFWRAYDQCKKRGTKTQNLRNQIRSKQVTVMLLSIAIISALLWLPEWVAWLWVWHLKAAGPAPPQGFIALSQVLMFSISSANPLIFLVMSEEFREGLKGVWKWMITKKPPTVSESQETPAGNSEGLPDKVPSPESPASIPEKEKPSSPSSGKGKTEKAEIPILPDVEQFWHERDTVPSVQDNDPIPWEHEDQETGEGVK
TEAD-YAP block – TEAD-YAP interaction inhibition, primary screen, TEAD-YAP interaction inhibitor project, luminescence, HEK-TIYL cells | TEAD-Gal4/YAP UAS-luciferase luminescence | inhibition, % at 9.12 µM | 640,000 compounds, 1.4% hits | AID 1259422, 2018; in the data active = inhibition above about 32%;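 also: 0% = median of test compound wells and 100% = reference inhibitor wells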
MITF primary – MITF inhibitors, primary screen, biochemical, AlphaScreen, human; inhibition, % at 2.6 µM; Microphthalmia-associated transcription factor (Homo sapiens), O75030; 650,000 compounds, 0.91% hits; AlphaScreen MITF homodimerization, bead proximity signal; in the data active = inhibition above about 50%;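 also: 0% = vehicle wells with protein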
Target sequence (O75030 whole entry, looked up): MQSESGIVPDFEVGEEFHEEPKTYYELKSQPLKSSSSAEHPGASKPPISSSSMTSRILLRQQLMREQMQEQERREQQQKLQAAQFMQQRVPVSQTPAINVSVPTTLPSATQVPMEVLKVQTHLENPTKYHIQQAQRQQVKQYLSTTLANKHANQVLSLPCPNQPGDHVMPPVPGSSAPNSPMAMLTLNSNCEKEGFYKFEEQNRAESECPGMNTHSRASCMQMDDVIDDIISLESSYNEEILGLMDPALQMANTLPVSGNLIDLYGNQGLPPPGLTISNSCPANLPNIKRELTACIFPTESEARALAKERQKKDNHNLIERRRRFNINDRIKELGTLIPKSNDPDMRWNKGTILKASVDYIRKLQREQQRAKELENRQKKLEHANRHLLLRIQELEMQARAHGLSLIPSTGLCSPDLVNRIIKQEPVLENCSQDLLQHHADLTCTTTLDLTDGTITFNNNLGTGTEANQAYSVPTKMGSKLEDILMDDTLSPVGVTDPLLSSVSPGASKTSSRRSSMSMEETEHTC
* = called active by the depositor.

SMILES,FBW7 act,GPR151 activ,TEAD-YAP block,MITF primary
O=C(Cc1cccs1)Nc1c2c(nn1-c1ccccc1)CCC2,0.0,0.8,-5,3
O=C(NC(NC1CCS(=O)(=O)C1)C(Cl)(Cl)Cl)c1cccc2ccccc12 (stereo not given),-0.2,-0.3,1,-1
Cc1ccccc1Nc1nc(N)nc(COC(=O)C2(C)CC2(Cl)Cl)n1 (stereo not given),0.0,-1.5,-81,48
COc1ccc(CC(=O)NCc2n[nH]c(=S)n2-c2ccccc2OC)cc1,0.5,-1.7,1,15
Cc1ccc(-n2nnc(C(=O)OCc3nc(-c4ccccc4)oc3C)c2C)cc1,0.0,-1.1,-7,15
NC(=O)c1ccc(-c2ccccc2)cc1,0.1,-0.6,-15,-6
COC(=O)C1=CN(C(C)C)C=C(C(=O)OC)C1c1ccccc1Br,1.7,-0.6,-9,3
O=C1OC2(CCCC2)OC(=O)C1=Cc1cc(Cl)c(O)c(Cl)c1,-0.1,-0.1,4,2
COc1ccc(Nc2c(-c3ccc(C)cc3)nc3cnccn23)cc1OC,-0.1,1.0,-7,-6
N#C/C(=C\c1cccnc1)c1ccccc1[N+](=O)[O-],-0.1,1.2,6,0
CCc1ccc(NC(=O)CCn2c(=O)oc3ccccc32)cc1,0.1,1.1,-3,1
COc1ccc(C2=NN(C(=O)CCC(=O)O)C(c3ccc(C)cc3)C2)cc1 (stereo not given),-0.2,-0.5,-8,8
O=C(Nc1nccs1)C1(c2cccs2)CCOCC1,0.1,-0.1,5,12
FC(F)Oc1ccccc1/C=N/Nc1nc2ccccc2[nH]1,-0.2,0.9,-55,7
O=C(Nc1ccc(OC(F)(F)C(F)F)cc1)c1ccccc1O,0.0,-2.7,-5,-5
NC(=O)c1cc(S(=O)(=O)N2CCCCC2)ccc1F,0.5,-0.4,-2,6
COc1ccc2oc(=N)c(C(=O)Nc3ccc(F)cc3)cc2c1,0.2,0.2,-3,17
CC(=O)N=c1sc(C(C)(C)C)c(C)n1C,0.3,1.3,10,11
CC(C(=O)N1CCCCCC1)N(c1ccc(Cl)cc1)S(C)(=O)=O (stereo not given),0.2,-0.6,1,-2
COCCC(=O)NC(C)c1nnc2n1CCN(Cc1ccc(N3CCCC3)cc1)CC2 (stereo not given),0.7,0.1,21,5
CS(=O)(=O)N1CCN(c2ccc(NC(=O)COc3ccccc3)cc2)CC1,0.2,2.2,-1,-1
COc1ccccc1C(CC(=O)O)c1ccc(OC(C)C)cc1 (stereo not given),0.1,-0.4,7,13
CC(C(=O)OCC(=O)c1ccc(Cl)cc1)N1C(=O)C2C3CCC(C3)C2C1=O (stereo not given),-0.1,-6.4,-38,-6
O=C(COc1ccc(Cl)cc1)Nc1nc2ccc(F)cc2s1,-0.2,-0.7,-8,-8

An excerpt of these results, with two lines to a compound:
Every second line gives: FBW7 act, GPR151 activ, TEAD-YAP block, MITF primary
COC(=O)C1=CN(C(C)C)C=C(C(=O)OC)C1c1ccccc1Br
  1.7, -0.6, -9, 3
O=C1OC2(CCCC2)OC(=O)C1=Cc1cc(Cl)c(O)c(Cl)c1
  -0.1, -0.1, 4, 2

The listing continues.
SMILES,FBW7 act,GPR151 activ,TEAD-YAP block,MITF primary
C=CCOc1cccc(C(=O)N2CCc3nnc(C(C)C)n3CC2)c1,0.4,1.9,-13,11
CCOC(=O)c1c(SCc2ccccn2)nc(=O)[nH]c1C,-0.8,0.9,-7,-8
CCN(c1ccccc1)S(=O)(=O)c1ccc2[nH]cc(C(=O)NCc3ccc(F)cc3)c(=O)c2c1,0.2,0.7,-2,-3
COc1ccc(COC(=O)C2=C(C)NC3=C(C(=O)CC(C)(C)C3)C2c2ccc(SC)cc2)cc1 (stereo not given),0.7,-0.5,4,17
CCn1c(CCCNC(=O)Cc2ccccc2)nc2ccccc21,-0.1,-0.4,-4,8
COc1ccc(/C=C/C(=O)NCC(=O)N2CCC(N(C)C3CCCC3)CC2)cc1,-0.1,0.5,6,4
CSCCC(NS(=O)(=O)c1ccc2c(c1)oc(=O)n2C)C(=O)Nc1ccccc1C (stereo not given),-0.2,0.3,6,7
COC(=O)CSc1nnc2n(-c3ccc(OC)cc3)c(=O)c3c4c(sc3n12)COC(C(C)C)C4 (stereo not given),-0.1,0.6,0,-7
O=C(CCCc1ccccc1)Nc1ccccc1F,0.1,-0.3,-59,4
Fc1ccc(N=c2scc(-c3ccc4ccccc4c3)n2Cc2ccccc2)cc1,-0.1,0.7,8,1
NS(=O)(=O)c1ccc(N/N=C/c2ccc(O)c(O)c2)c([N+](=O)[O-])c1,-0.8,-1.7,5,-25
NC(=O)c1ccccc1Nc1nc(Nc2ccc(N3CCOCC3)c(Cl)c2)ncc1Cl,-0.1,1.3,22,-10

4 of these compounds, reformatted:
CCOC(=O)c1c(SCc2ccccn2)nc(=O)[nH]c1C
  FBW7 act = -0.8
  GPR151 activ = 0.9
  TEAD-YAP block = -7
  MITF primary = -8

CCN(c1ccccc1)S(=O)(=O)c1ccc2[nH]cc(C(=O)NCc3ccc(F)cc3)c(=O)c2c1
  FBW7 act = 0.2
  GPR151 activ = 0.7
  TEAD-YAP block = -2
  MITF primary = -3

COc1ccc(COC(=O)C2=C(C)NC3=C(C(=O)CC(C)(C)C3)C2c2ccc(SC)cc2)cc1 (stereo not given)
  FBW7 act = 0.7
  GPR151 activ = -0.5
  TEAD-YAP block = 4
  MITF primary = 17

CCn1c(CCCNC(=O)Cc2ccccc2)nc2ccccc21
  FBW7 act = -0.1
  GPR151 activ = -0.4
  TEAD-YAP block = -4
  MITF primary = 8

(continued)
SMILES,FBW7 act,GPR151 activ,TEAD-YAP block,MITF primary
CC(=O)Nc1ccc(Nc2cc(Nc3cnccn3)ncn2)cc1,0.1,4.8,1,2
CCCN(CC1CC1)C1CC(=O)N(c2ccc(OC)cc2)C1=O (stereo not given),-0.1,-0.6,7,-1
Cc1ccc(-c2n[nH]c3c2C(c2ccccc2[N+](=O)[O-])N(c2ccc(F)cc2)C3=O)cc1 (stereo not given),-0.1,0.9,0,10
C=CCOc1c(I)cc(/C=C2/SC(=Nc3ccccc3)N(CC=C)C2=O)cc1OC,-0.2,1.1,10,-3
CC(C)(C)C1CCc2oc3ccc(NS(=O)(=O)c4ccc5ccccc5c4)cc3c2C1 (stereo not given),0.2,0.9,3,14
COc1cc(NC(=O)C(F)(F)F)c(OC)cc1NC(C)=O,-0.2,2.3,11,0
CCOC(=O)C1=C(O)/C(=C\c2ccc(C(=O)OC)cc2)N=C1C,-0.1,2.5,-8,-1
O=C(NCCOc1ccccc1)c1ccc(=O)[nH]c1,0.7,-1.7,0,15
COc1cc(C(C)=O)ccc1OCC(=O)c1cc(C)n(Cc2cccs2)c1C,0.0,-1.2,-9,17
O=C(CC(=O)Nc1ccc2nc3n(c(=O)c2c1)CCCCC3)Nc1ccc(Cl)cc1,-0.1,1.0,1,-4
CNS(=O)(=O)c1cccc(C(=O)OCC(=O)c2cc3ccccc3o2)c1,0.1,0.7,-5,-9
CC(Oc1ccc(Cl)cc1Cl)C(=O)Nc1cccc2cccnc12 (stereo not given),-0.2,-0.8,-6,1
CCOC(=O)CSc1nnc(CCCN2C(=O)c3cccc4cccc(c34)C2=O)n1-c1ccccc1,0.2,1.7,6,17
N#CCCN(Cc1cccnc1)C(=S)NCc1ccco1,0.1,-0.6,-6,-15
COc1ccccc1C1C(C#N)=C(SCC(=O)OCc2ccccc2)NC(=O)C1C#N (stereo not given),0.0,1.3,2,7
O=C(OCc1ccccc1)c1cc(Cl)ccc1[N+](=O)[O-],-0.2,-1.2,6,4
COc1cc2c(cc1OC)CN(C(=O)c1ccc([N+](=O)[O-])o1)CC2,-0.4,0.7,20,8
CCOc1ccc(NC(=O)CCN2C(=O)c3cccc([N+](=O)[O-])c3C2=O)cc1,0.1,0.9,-7,1
O=[N+]([O-])/C(CN1CCOCC1)=C1/CCCN1,0.3,-0.5,-4,8
CCCCOc1ccc(/C=C2\C(=O)NN(c3ccccc3)C2=O)cc1OC,0.1,-1.4,-6,-3
O=C(c1ccc(Cn2nnc3ccccc3c2=O)cc1)N1CCC(Cc2ccccc2)CC1,-0.1,2.3,7,1
N#Cc1ccc(-c2csc(NC(=O)C3CC3)n2)cc1,0.1,1.0,-11,11
Cc1ccc(NC(=O)C2CCCN2c2nnc(N3CCCC3=O)s2)cc1Cl (stereo not given),0.7,2.8,0,12
O=C(Nc1ccc(Br)cc1C(=O)c1ccccc1F)c1cc2nc(-c3cccs3)cc(C(F)(F)F)n2n1,0.0,1.0,-7,10
CC(C)Oc1ccc(CC(=O)NC(C)(CO)CO)cc1,0.2,0.5,-11,-6
Cc1nc2ccccc2n1CC1CCN(CC(=O)Nc2ccc(F)cc2F)CC1,0.0,-1.1,55*,-7
O=C(Nc1ccc(I)cc1)c1cc2ccccc2oc1=O,0.0,0.1,-2,-3
CCOC(=O)c1ccc(NC(=S)NC(=O)c2ccco2)cc1,0.0,1.4,-25,-3
COc1cc2c(C#N)c(N3CCCC(C(=O)O)C3)nc(N)c2c(N)n1 (stereo not given),-0.1,1.2,6,-4
COC(=O)CN(C(c1ccccc1)c1cc(Br)ccc1NS(=O)(=O)c1ccc(C)cc1)S(=O)(=O)c1ccc(C)cc1 (stereo not given),0.0,-0.7,-7,-1
O=C(N/N=C/c1cc(Br)cs1)c1ccccc1O,-0.1,-0.1,-35,6
COc1ccc2nc(/C(C#N)=C\c3cc(C)n(-c4cccnc4)c3C)[nH]c2c1,0.0,0.4,-26,-3
CC(=O)Nc1ccc(Oc2nc3c(C)cccc3cc2C=O)cc1,0.0,0.5,4,28
O=C(NC(=O)c1ccc(Cn2cc(C(F)(F)F)ccc2=O)cc1)Nc1cccnc1,-0.2,5.2*,0,-8
Cc1cc(C)nc(NS(=O)(=O)c2ccc(NC(=O)CSc3nccn3C)cc2)n1,0.1,0.5,8,15
COc1cc(OC)c(NS(=O)(=O)c2ccccc2C#N)cc1Cl,0.0,-0.9,-8,14
COc1cc(/C=N/Nc2ccc(C(F)(F)F)cn2)cc(OC)c1,0.1,1.1,0,2
CCCc1nnc2sc(NC(=O)c3cccc(C)c3)nn12,0.8,1.2,-7,6
CCOC(=O)c1ccc2nc(NC(=O)c3cccs3)sc2c1,0.1,-1.4,-79,4
CC[C@H](Cn1ncc2ccccc2c1=O)NC(=O)c1cnc(N(C)C)nc1,-0.1,0.1,-7,-17
O=C(NCc1nc(-c2ccncc2)n[nH]1)C1CCCC1,-0.3,-0.1,0,-10
Cc1sc2ncn(-n3cccc3)c(=O)c2c1C,0.0,-2.4,0,-3
N#Cc1ccccc1NC(=O)/C=C/c1ccc(Cl)c([N+](=O)[O-])c1,0.2,-0.2,10,6
COc1ccc(CCN2C(=S)N(C)C(=O)C2CC(=O)Nc2ccccc2)cc1 (stereo not given),0.1,3.1,-8,-4
N#CC(C(=O)c1cccc(S(=O)(=O)N2CCc3ccccc3C2)c1)c1ccccn1 (stereo not given),0.0,-0.8,-5,5
CC(=O)c1ccc2[nH]c3ccccc3c2c1,-0.1,0.0,-3,-6
CCc1ccccc1NC(=O)Cn1cnc([N+](=O)[O-])n1,-0.1,0.9,5,4
CN(Cc1ccco1)S(=O)(=O)c1ccc(C(=O)Nc2cccc(Cl)c2Cl)cc1,0.0,1.3,0,8
COc1ccccc1/C=C(\C#N)c1nc2ccccc2n1C,0.0,-0.7,-27,-9
O=S(=O)(NC1CC2CCC1C2)c1ccc(Br)s1 (stereo not given),0.2,-0.1,6,-9
Cc1ccc(N2C(=O)C3ON(c4ccccc4C)C(c4ccco4)C3C2=O)cc1 (stereo not given),0.3,-2.0,4,1
O=C(NCc1ccco1)c1cnn2c1NC(c1ccc(Br)cc1)CC2C(F)(F)F (stereo not given),0.6,-0.2,-4,5
CCCCn1c(=N)n(CC(=O)OCC)c2ccccc21,-0.1,-0.7,11,6
Cc1ccc2c(c1)-c1c(ssc1=S)C(C)(C)N2C(=O)CSc1nncn1C,-0.2,3.0,8,17
CCc1cc(=O)oc2cc(OC3CCCCC3=O)ccc12 (stereo not given),0.0,2.2,-4,2
